# Source: PubChem BioAssay
# Ins promoter up: MIN6 insulin promoter up-regulation. z-score at 5 µM. 190,000 tested, 0.3% active. MIN6 insulin promoter-GFP reporter, high-content imaging; active compounds read high. AID 1625;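 active = z-score above 3 at 5 µM with at least 500 cells counted in the well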
# bCat nuc transl: modulators of beta-catenin nuclear translocation. HeLa beta-catenin nuclear translocation, immunofluorescence imaging. nuclear translocation activity, % at 5 µM. 190,000 tested, 0.3% active. AID 1665;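 active = nuclear translocation activity above 50% at 5 µM, with a well cell count of 50 or more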;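 note: per-cell ratio of nuclear to cytoplasmic median beta-catenin stain intensity; plate controls were DMSO negative control for no effect and GSK-3 inhibitor IX positive control for full effect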
#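 Read-out: Nuclear/cytoplasmic beta-catenin signal ratio, % activation | Assay system: Human HeLa cell line | Times: 24 h compound exposure at 37°C, 5% CO2 | Signal: Fluorescence imaging of beta-catenin antibody stain plus DAPI | Dosing: 5 µM primary, 0.02–20 µM confirmation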
# Lipid droplet: hepatic lipid droplet formation modulation. AID 1656. AML12 mouse hepatocytes, oleate lipid droplets, BODIPY imaging. inhibition, % at 6.5 µM. 240,000 tested, 0.4% active;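 active = lipid droplet intensity inhibited by at least 50%, with more than 500 cells counted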
#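 Material – mouse AML12 hepatocyte cell line, fixed after treatment · Compound dosing – one dose, 6.5 µM compound · Times – compound with oleate, overnight · Measured by – Image-based BODIPY and DAPI two-channel analysis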
# Dynein cargo inh: dynein cargo transport inhibition | z-score, hits read low | 3617.4 mouse cells, GR-EGFP nuclear translocation imaging; test concentration mostly 20 µM; stimulated with dexamethasone, 1 µM; active compounds read low | 220,000 tested, 0.47% active;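 active = plate z-score of nuclear minus cytoplasmic receptor signal below a set negative limit, without overly bright fluorescence or cell loss, cut at about -3.5 in these data, passing the limit was not always enough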;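 note: z-score of nuclear minus cytoplasmic ring GR-EGFP intensity difference per well; some compounds called inactive have numbers as strong as hits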
#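 Buffer or medium: tet-free, stripped-serum medium; Also added: dexamethasone, 1.0 µM final; Technique: high-content fluorescence imaging after fixation; Times: 48 h induction, 1 h compound, 30 min dex at 37 °C; Read-out: per-cell GR-EGFP intensity, nucleus versus surrounding cytoplasmic ring, well-averaged.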
# MT stabilizer: microtubule stabilizers in HeLa cells | HeLa tubulin immunostaining HCS, 24 h; share of cells brighter than vehicle mean+2SD | % tubulin-high responders, % at 10 µM | 200,000 tested, 0.83% active | AID 2205;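 active = plate Z-score above 3 for both tubulin-high and condensed-nucleus cell shares, with cell loss under 80%, at 10 µM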;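 note: anti alpha tubulin signal scored within the nucleus-defined area of each cell; some results filed as inactive read as strong as hits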
# XIAP antagonists: small molecules displacing peptide from XIAP – biochemical, IAP family, fluorescence polarization (AID 1018); XIAP BIR domain, fluorescence polarization peptide displacement; higher % means a stronger effect; one-dose displacement, % at 20 µM; IC50 in µM for titrated hits; 200,000 tested, 0.007% active; in the data active = displacement above about 50%; note: a part of the inactive calls stands beside numbers as strong as those of hits
# WT yeast gro inh: growth inhibition of WT yeast, mitochondrial fusion screen; mitochondrial fusion phenotypic screen, WT strain; inhibition, % at 10 µM; 190,000 tested, 2.1% active; AID 1362; in the data active = inhibition above about 58%; tested in S. cerevisiae
# Autophagy mod: modulators of autophagy; calls only at 10 µM (by protocol); MEF GFP-LC3 puncta imaging; test concentration mostly 10 µM; 190,000 tested, 0.98% active;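 active = percentage of spot-positive cells more than 3 SD above its plate mean, without a fluorescence outlier flag or 80% toxicity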;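 note: spot-positive cell cutoff set from DMSO-treated cells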
# ER stress rescue: protection against thapsigargin-triggered cell killing – 384-well, CSM14.1, ATP luminescence, primary screen (AID 1222) | 190,000 tested, under 10 active | CSM14.1 thapsigargin-induced death rescue, ATP luminescence; higher % means a stronger effect | cellular ATP content (survival), % at 20 µM, or EC50 in µM where a hit was titrated;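 active = EC50 below 50 µM in the dose-response confirmation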;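 note: death triggered by thapsigargin at about 15 µM added after 2 h compound pretreatment; cell ATP read after overnight thapsigargin exposure of roughly 18 to 22 hours; normalized against plate controls of thapsigargin alone and 5% DMSO vehicle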
# WT yeast gro inh mutant strain: also measured in WT yeast gro inh; calls as there; inhibition, %; mitochondrial fusion phenotypic screen, mutant strain inhibition
# Dynein cargo inh cytoplasmic EGFP: further read-out of Dynein cargo inh, marked with its call; z-score; measured here: cytoplasmic GR-EGFP intensity; active compounds read high
# Dynein cargo inh nuclear GR-EGFP: second read-out of Dynein cargo inh, no call of its own (marks repeat the call); z-score; measured here: nuclear GR-EGFP intensity;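 lower value marks the stronger effect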
# Dynein cargo inh cell count: also measured in Dynein cargo inh; calls as there; z-score; measured here: cell count per field
# Ins promoter up cell count: further read-out of Ins promoter up, marked with its call; cell count; measured here: cytotoxicity, nuclei count;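 total cells summed across four imaged fields per well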
# Lipid droplet cells 6.5 µM: also measured in Lipid droplet; calls as there; cell count; measured here: cell count, cytotoxicity flag;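 cells counted across two imaged fields per well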
# bCat nuc transl cell count 5 µM: second read-out of bCat nuc transl, no call of its own (marks repeat the call); cell count; measured here: cell count, cytotoxicity flag
# MT stabilizer Hoechst-high %: second read-out of MT stabilizer, no call of its own (marks repeat the call); % Hoechst-high responders; measured here: nuclear condensation Hoechst responders;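 share of cells brighter than vehicle mean plus two SD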
# MT stabilizer cytotoxicity %: also measured in MT stabilizer; calls as there; toxicity, %; measured here: cytotoxicity by cell density;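 0% = mean cell density of plate MIN control wells and 100% = no cells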
# Autophagy mod cell loss 18 h: also measured in Autophagy mod; calls as there; toxicity, %; measured here: cell loss, nuclei count;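 cell loss after 18 h compound exposure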
# Numbers without * were called inactive; i = inactive; / = no result given; + = active, no number. Rows were taken by chance; about 4% have a hit in one of these screens.
SMILES,Ins promoter up,Ins promoter up cell count,bCat nuc transl,bCat nuc transl cell count 5 µM,Lipid droplet,Lipid droplet cells 6.5 µM,Dynein cargo inh,Dynein cargo inh cytoplasmic EGFP,Dynein cargo inh nuclear GR-EGFP,Dynein cargo inh cell count,MT stabilizer,MT stabilizer Hoechst-high %,MT stabilizer cytotoxicity %,XIAP antagonists,WT yeast gro inh,WT yeast gro inh mutant strain,Autophagy mod,Autophagy mod cell loss 18 h,ER stress rescue
Cc1ccsc1C1Nc2ccc3ncccc3c2C2=C1C(=O)CC(C)(C)C2 (stereo not drawn),1.05,1202,-2.0,1418,/,/,0.0463,0.126,0.24,-0.498,36.9*,35.4*,54.4*,-1.6%,-2.0,4.6,i,30.7,-0.6%
Cc1ccc2nc(-c3ccc(NC(=O)CSCC(=O)O)cc3)sc2c1,1.11,1013,-0.5,1329,-5.4,669,0.668,-0.164,0.911,-0.777,/,/,/,/,/,/,/,/,/
COc1cc(C2NC(=O)NC(C)=C2C(=O)OC(C)C)ccc1OC(=O)c1ccco1 (stereo not drawn),-0.29,1301,-1.7,1266,-25.9,748,0.621,1.84,1.18,-0.509,3.3,2.4,5.6,-3.6%,-9.2,-2.2,i,-6.6,-0.6%
COC(=O)CNC(=O)c1ccc(OC2CCN(C(=O)C3CC3)CC2)cc1,-2.13,868,-2.1,1041,6.0,709,-1.37,0.479,-0.447,0.676,3.9,2.5,1.0,-5.6%,1.2,10.2,i,14.5,-0.4%
CN(C)S(=O)(=O)c1cccc(N=C2NN=C(c3ccccc3)CS2)c1,-1.05,1006,-1.1,1022,7.5,670,0.66,0.171,0.234,0.611,4.1,1.1,0.1,-7.7%,19.5,-12.7,i,10.8,-2.8%
CCOC(=O)c1sc(NC(=O)Cn2nnc3sc4c(c3c2=O)CCC(C(C)(C)C)C4)nc1C (stereo not drawn),-0.07,1260,-1.5,537,-2.6,714,-0.714,-0.227,-0.651,0.636,4.7,3.1,4.3,-14.7%,3.9,-4.6,i,6.6,0.6%
Cn1c(=O)c2ncn(CC(=O)NCCC3=CCCCC3)c2n(C)c1=O,0.32,1235,-1.2,1158,-19.2,731,0.128,-0.249,0.0323,0.391,2.5,1.7,2.1,-5.6%,13.0,3.2,i,-2.7,-2.5%
CC(=O)Nc1cccc(NC(=O)c2cc(C)on2)c1,/,/,-0.7,496,-0.5,716,-0.677,-0.26,-0.473,0.149,3.5,1.8,1.0,-5.8%,-7.4,1.1,i,2.0,-2.5%
CC(C)(CS(=O)(=O)[O-])NC(=O)CC[N+](C)(C)CCO,0.19,1706,-3.3,956,/,/,-0.253,-0.0162,0.135,1.52,2.2,1.8,7.6,0.6%,-0.6,1.4,i,-2.1,0.0%
CCC(C)(C)n1nnnc1C(c1ccccn1)N1CCN(c2cccc(OC)c2)CC1 (stereo not drawn),0.83,1277,-4.7,549,-15.0,708,-0.0137,-0.265,0.313,0.464,2.6,3.1,5.8,-1.6%,0.1,-5.9,i,4.0,10.2%
CCOC(=O)CSCC(NC(=O)OC(C)(C)C)C(=O)OCC (stereo not drawn),-0.55,1743,-1.0,1317,/,/,-0.292,-0.166,-0.269,0.307,1.6,1.3,2.8,-5.7%,16.4,24.1,i,-0.4,2.2%
Cc1cc2nc(C)c(=O)n(C)c2cc1C,0.11,1129,-2.7,556,-0.5,725,-1.08,0.25,-0.805,1.32,3.6,2.8,3.3,-4.4%,-6.3,4.6,i,-12.4,-1.0%
CCN1CCc2c(OCC(=O)N3CCc4ccccc43)cccc2C1=O,-0.79,1559,-4.8,1097,-0.1,630,-1.41,-0.355,-0.586,1.44,1.8,1.8,18.3,-16.5%,-2.5,-15.7,i,-0.9,0.2%
CC1(C)CC(=O)C2=C(C1)NC(Nc1nc3ccccc3o1)=NC21CCCCC1,-1.88,1275,-2.7,742,/,/,-0.214,0.162,0.381,0.345,2.9,2.7,5.0,-7.0%,2.0,3.2,i,-9.8,1.1%
COc1cccc2sc(Nc3nc(C)c(C(C)=O)s3)nc12,2.9,1887,0.1,1117,10.0,678,0.118,-0.188,0.258,-0.402,5.9,2.0,0.7,-7.6%,2.9,6.6,+,46.9*,1.4%
CCOc1ccc(C2C(C#N)=C(N)Oc3cc(C)[nH]c(=O)c32)cc1OC (stereo not drawn),0.44,1390,-4.3,1120,-16.5,748,1.3,-0.107,0.239,-0.652,/,/,/,/,/,/,/,/,/
COC(=O)c1ccc(C2C(Oc3ccccc3)C(=O)N2CCc2ccc(F)cc2)cc1 (stereo not drawn),0.82,1472,-0.7,1378,/,/,0.102,-0.192,0.541,-0.386,2.4,1.2,2.8,-3.7%,31.1,17.2,i,13.5,-4.4%
Cc1nn(-c2ccc(Cl)cc2)c(N)c1C(O)(CSc1nccn1C)C(F)(F)F (stereo not drawn),0.05,1153,-1.4,650,/,/,-0.181,-0.147,0.356,0.255,4.8,3.8,12.6,-5.4%,9.2,2.5,i,3.1,-1.9%
Cc1cc(-c2ccccc2)nc2oc(C(=O)NN)c(N)c12,-1.27,957,-0.2,1280,7.8,726,1.99,-0.245,0.815,-1.24,/,/,/,/,/,/,/,/,/
O=C1NC(=O)/C(=C/C(=O)N2CCOCC2)S1,0.49,1459,1.2,1425,7.1,660,-0.326,-0.363,-0.653,1.12,1.6,1.3,6.9,-5.7%,-7.0,-6.1,i,-14.3,-1.0%
CC(C)(C)c1nc(CN2CCOCC2)cc(CN2CCOCC2)c1O,/,/,/,/,1.8,738,0.281,0.0508,-0.0741,0.0672,2.2,1.4,4.5,-5.0%,-45.0,-34.5,i,14.9,-0.2%
CCOc1ccc(NS(=O)(=O)c2ccc(NC(=O)C3CCCO3)cc2)cc1 (stereo not drawn),-0.37,891,-4.5,1237,-16.3,757,-0.98,-0.0225,-0.329,0.666,2.6,1.6,5.6,-1.3%,32.1,10.2,i,-2.1,2.9%
CCOC(=O)C1=C(C)NC(SCC(=O)Nc2nc(C)cs2)=C(C#N)C1c1cccs1 (stereo not drawn),0.53,1230,-2.4,837,/,/,-0.153,-0.348,-0.708,0.182,5.2,3.9,8.2,-8.7%,16.4,8.9,i,10.0,-0.5%
O=C(CN1C(=O)COc2ccccc21)N(Cc1cccnc1)Cc1ccccc1F,-0.01,1308,-0.4,1089,0.6,690,-0.448,1.45,0.378,0.333,2.6,1.8,11.5,-3.2%,-0.9,-8.6,i,-5.7,/
N=C1S/C(=C\c2cn[nH]c2-c2ccc(F)cc2)C(=O)N1c1ccccc1F,-0.28,1765,-1.2,1095,-5.0,467,-0.785,-0.217,-0.115,0.611,3.6,3.9,5.7,-2.1%,8.0,10.2,i,14.8,-1.7%
Cn1cccc1Cc1nnc(SCC(=O)NC2CCCC2)n1-c1ccc(F)cc1,0.29,1132,-6.5,1168,/,/,-0.857,0.0595,-0.312,0.474,5.4,2.7,8.2,-15.6%,3.8,1.8,i,5.9,0.2%
O=C(N/N=C/c1sc(=O)n(-c2ccccc2)c1Cl)c1ccncc1,2.56,1263,-3.2,592,-0.1,665,-0.846,-0.0897,-0.768,0.678,1.6,3.5,1.0,-11.3%,-1.6,-16.6,i,2.6,-2.6%
CC(=O)NS(=O)(=O)c1ccc(NC(=S)NC(=O)Cc2ccccc2)cc1,-0.39,1485,-2.0,1047,1.6,751,-0.505,-0.31,-0.446,0.691,2.5,1.5,1.2,-4.4%,9.5,15.2,i,-10.1,-1.3%
O=C(Cc1ccc(F)cc1)N1CCN=C1SCc1ccc([N+](=O)[O-])cc1,-1.31,1462,1.0,1052,-29.5,540,0.119,-0.0835,0.0513,-0.731,2.6,3.6,5.0,-4.5%,14.1,-3.0,i,0.0,-3.5%
Cc1ccc2nc(-c3ccc4c(c3)NC(=O)CO4)cn2c1,-0.36,1367,0.6,1303,11.2,705,-0.808,-0.289,-0.615,0.964,/,/,/,/,/,/,/,/,/
Cc1ccnc(NC(=O)Cn2cc([N+](=O)[O-])cn2)c1,/,/,-1.0,1101,5.8,662,0.807,-0.327,0.325,-0.415,2.7,1.8,5.8,-2.6%,1.1,21.3,i,-2.5,-1.9%
COc1ccc(C(=O)CSc2n[nH]c(C)n2)cc1[N+](=O)[O-],1.13,1644,1.0,953,14.2,721,0.908,0.521,1.38,-0.91,1.1,3.6,9.1,-1.5%,4.9,4.8,i,3.5,-0.9%
Cc1ccc(SCc2cn3c(C)csc3n2)cc1,1.13,822,4.4,1090,5.2,734,-0.623,-0.24,0.0965,-0.581,4.7,3.2,4.7,-2.5%,73.9*,58.5*,i,7.1,-3.3%
CCCOP(=O)(c1ccc(N(C)C)cc1)C(O)c1ccncc1 (stereo not drawn),0.06,1354,-9.7,1205,-7.4,715,0.105,-0.135,0.0613,0.176,1.9,0.9,4.5,-13.0%,13.1,9.1,i,0.6,0.3%
CCN1/C(=C/C(=O)c2ccco2)Sc2ccccc21,0.83,1205,0.6,1123,/,/,-0.0764,-0.138,0.249,-0.766,11.5,3.0,13.1,-4.6%,1.6,7.5,i,11.4,-2.1%
